TRPV1 agonist – activates the human vanilloid receptor TRPV1. TRPV1-expressing cells, Fluo-8 calcium influx, agonist mode. activation, % at 8.33 µM. 320,000 tested, 0.19% active; in the data active = activation above about 80%; inconclusive = between about 30% and that limit; note: 0% is about no effect
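Cells expressing TRPV1 were dye-loaded with Fluo-8 and read kinetically: 10 s baseline, 3 min after compound (agonist portion), then 2 min after EC20 capsaicin (allosteric enhancer portion). Calcium-bound dye fluorescence at 480/520 nm.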
Rab9 prom act – activates the Rab9 promoter; Potency, µM (top dose mostly 9.22 µM), without a hit: at the highest dose activation, negative = inhibition, hits mostly activators; Huh7 Rab9 promoter-luciferase reporter, luminescence, 24 h; 320,000 tested, 2.8% active; note: potency is the fitted concentration of half-maximal effect; % of control where 0% means no effect; nearly all actives have a fitted effect of over 60% in size
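Huh7 cells stably carrying a Rab9 promoter-luciferase reporter, 1500 cells per well in OP-MEM I with 10% FBS, treated with compound 24 hours at 37C. Luciferase activity read by luminescence after 10 minutes with Amplite reagent.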
RORg inh – blocks mouse ROR gamma transcriptional activity; Potency, µM (doses to about 53.6 µM), for inactives: at the top dose activity change, negative = inhibition, actives largely listed as inhibitors; 310,000 tested, 5.4% active; P51450; Drosophila S2 Gal4-RORgamma UAS-luciferase reporter, 20 h; note: potency is the fitted concentration of half-maximal effect; % is set by controls: 0 for no effect and ±100 for the full control effect; nearly all actives have a fitted effect of over 60% in size
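A Gal4/UAS one-hybrid system in insect cells: metallothionein-promoter Gal4–ROR gamma fusion plus Photinus luciferase reporter. Copper sulfate 700 uM final, 20 hr ambient incubation, luminescent detection after 10 min with reagent.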
p53 reactivation – restores transcriptional activity of mutant p53; 320,000 tested, 0.063% active; H1299 p53-A138V BP100-luciferase reporter, luminescence, 24 h; Potency, µM (series often up to 92.2 µM), for the others: at the highest dose activity change, positive = activation, most hits filed as activators; AID 504706; note: potency is the fitted concentration of half-maximal effect; % of control where 0% means no effect; nearly all actives have a fitted effect of over 45% in size
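p53-null H1299 cells stably carrying temperature-sensitive p53-A138V and a BP100-luciferase reporter were pinned with compounds (4-point, 1:5 series) and held 24 hrs at 37 deg C. Luminescence was read 10 min after detection reagent.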
NPC1 prom act – activates the NPC1 promoter | Huh7 NPC1 promoter luciferase reporter, 24 h | 320,000 tested, 2.4% active | AID 485313 | Potency, µM (titrated, usually from 9.22 µM), inactives show at the highest dose activation, hits mostly activators;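 note: potency is the fitted concentration of half-maximal effect; % of control where 0% means no effect; nearly all actives have a fitted effect of over 60% in size; reporter is driven by a mutant NPC1 promoter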
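Stable NPC1-promoter luciferase Huh7 line; cpd (DMSO) 24 h, 37 °C, 5% CO2; Amplite luciferase reagent 10 min RT; luminescence readout. qHTS format.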
Tb PFK block – inhibitors of T. brucei phosphofructokinase | 330,000 tested, 0.17% active | AID 485367 | T. brucei PFK, ADP-Glo luminescence | Potency, µM (titrated, usually from 57.5 µM), for inactives: at the highest dose activity, negative = inhibition, hits mostly inhibitors;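 note: potency is the fitted concentration of half-maximal effect; 0% = uninhibited 1x PFK enzyme wells and -100% = no-enzyme wells; nearly all actives have a fitted effect of over 60% in size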
Target sequence (O15648 whole entry, looked up): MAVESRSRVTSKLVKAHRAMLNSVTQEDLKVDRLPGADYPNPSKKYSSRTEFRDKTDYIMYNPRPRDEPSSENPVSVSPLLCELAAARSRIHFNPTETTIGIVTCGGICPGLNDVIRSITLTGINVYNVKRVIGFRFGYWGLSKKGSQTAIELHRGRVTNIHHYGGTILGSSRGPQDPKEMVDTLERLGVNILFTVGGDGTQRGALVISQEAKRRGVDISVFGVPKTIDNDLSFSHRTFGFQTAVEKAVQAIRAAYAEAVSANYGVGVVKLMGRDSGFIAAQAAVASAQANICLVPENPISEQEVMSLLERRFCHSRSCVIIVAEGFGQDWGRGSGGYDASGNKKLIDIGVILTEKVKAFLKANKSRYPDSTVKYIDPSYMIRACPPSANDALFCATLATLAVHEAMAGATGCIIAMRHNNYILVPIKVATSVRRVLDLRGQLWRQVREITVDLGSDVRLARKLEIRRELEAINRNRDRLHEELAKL
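ADP-Glo luminescence quantified ADP after 45 min at room temperature, with 1.25 nM T. brucei PFK, 0.1 mM ATP and 0.5 mM fructose-6-phosphate in pH 8.0 TEA buffer. qHTS titrations up to 57 µM; curves classified by quality.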
ELG1 DNA repair – blocks ELG1-dependent DNA repair in HEK293T cells | HEK293T ELG1-luciferase reporter, luminescence, 16 h; DNA damage induced by 5-fluorouridine | Potency, µM (series often up to 46.1 µM), without a hit: at the highest dose activity change, negative = inhibition, most hits filed as inhibitors | 330,000 tested, 2.3% active; note: potency is the fitted concentration of half-maximal effect; % is set by controls: 0 for no effect and ±100 for the full control effect; nearly all actives have a fitted effect of over 55% in size
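Reporter activity after DNA damage by 5-fluorouridine is monitored. Compound-treated cells incubate 16 hr at 37 °C, then ONE-Glo is added for 30 min before luminescence reading.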
BRCA1 expr act – BRCA1 expression activation; 380,000 tested, 1.1% active; MCF7-BRCA1-FFLuc reporter, luminescence, 48 h; response scale: scaled: vehicle 0%, 10 µM genistein 100%; Potency, µM (top dose mostly 46.1 µM), for inactives: at the highest dose activation, most hits filed as activators; note: potency is the fitted concentration of half-maximal effect; nearly all actives have a fitted effect of over 80% in size; some results filed as inactive show a strong effect at the top dose
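48 h compound treatment of MCF7-BRCA1-FFLuc cells (phenol-red free MEM, 37 °C), then 15 min with luciferase substrate and luminescence imaging.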
ELG1 genotoxic – induces genotoxicity in HEK293T cells with luciferase-tagged ELG1; HEK293T ELG1-luciferase reporter, luminescence, 16 h; Potency, µM (titrated, usually from 46 µM), without a hit: at the top dose activity change, positive = activation, actives largely listed as activators; 330,000 tested, 1.3% active; AID 504466; note: potency is the fitted concentration of half-maximal effect; % of control where 0% means no effect; nearly all actives have a fitted effect of over 60% in size
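16 hr compound incubation (37 °C, 5% CO2) of HEK293T cells carrying luciferase-tagged ELG1; luciferase then measured by ONE-Glo luminescence after 30 min at RT.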
FLuc counter – inhibits or activates purified firefly luciferase, miR-21 counter-screen; P08659; purified FLuc, Km substrates, luminescence inhibition; Potency, µM (doses to about 57.5 µM), for inactives: top-dose activity change, negative = inhibition, usual class: inhibitors; 360,000 tested, 6.9% active; AID 588342;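 note: potency is the fitted concentration of half-maximal effect; plate controls were vehicle for no effect and reference inhibitor for full effect; nearly all actives have a fitted effect of over 55% in size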
Target sequence (P08659 whole entry, looked up): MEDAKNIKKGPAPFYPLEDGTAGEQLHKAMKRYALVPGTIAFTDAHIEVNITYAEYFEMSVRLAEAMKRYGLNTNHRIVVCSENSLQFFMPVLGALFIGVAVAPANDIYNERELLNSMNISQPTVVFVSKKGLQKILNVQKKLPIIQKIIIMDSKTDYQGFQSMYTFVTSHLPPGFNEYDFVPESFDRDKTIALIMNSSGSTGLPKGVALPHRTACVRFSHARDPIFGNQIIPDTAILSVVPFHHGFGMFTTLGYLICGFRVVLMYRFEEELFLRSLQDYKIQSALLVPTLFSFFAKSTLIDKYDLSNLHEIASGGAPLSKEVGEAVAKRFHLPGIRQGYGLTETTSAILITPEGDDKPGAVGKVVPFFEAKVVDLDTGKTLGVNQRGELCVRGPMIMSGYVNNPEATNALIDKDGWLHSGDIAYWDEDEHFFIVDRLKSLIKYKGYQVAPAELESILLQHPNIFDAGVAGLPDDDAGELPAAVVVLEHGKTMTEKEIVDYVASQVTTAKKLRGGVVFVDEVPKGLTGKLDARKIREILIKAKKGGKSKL
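Purified P. pyralis luciferase (10nM final) with 10uM D-luciferin and 10uM ATP (Km levels) in 50mM Tris acetate pH 7.5, 10mM Mg acetate, 0.01% Tween-20, 0.05% BSA; qHTS 6-point titration, ~60 µM downward; luminescence read.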
Gal4-VP16 FLuc – Gal4-VP16 reporter inhibition counter-screen | Drosophila S2 Gal4-VP16 UAS-luciferase, luminescence, 20 h | Potency, µM (series often up to 53.6 µM), for the others: top-dose activity, negative = inhibition, most hits filed as inhibitors | 310,000 tested, 3.5% active;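 note: Gal4-VP16 expression switched on by copper sulfate through the metallothionein promoter; potency is the fitted concentration of half-maximal effect; % is set by controls: 0 for no effect and ±100 for the full control effect; nearly all actives have a fitted effect of over 50% in size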
Numbers without * were called inactive; ? = inconclusive; · = no result given; [ ] = another dose, or the depositor's remark. Unless noted, calls come from the whole dose curve; as a rule, active = well fitted curve in the direction sought with a large enough effect; inconclusive = small, poorly fitted or top-dose-only effect, or another doubt; inactive = no such curve, though single readings can be large; an effect the other way counts as inactive or inconclusive.

SMILES	TRPV1 agonist	Rab9 prom act	RORg inh	p53 reactivation	NPC1 prom act	Tb PFK block	ELG1 DNA repair	BRCA1 expr act	ELG1 genotoxic	FLuc counter	Gal4-VP16 FLuc
CC(=O)Cc1nsc(NC(=O)c2ccc(-c3ccc(Cl)c(Cl)c3)o2)n1	-1	-2%	?	9%	-1%	6%	5%	-13%	-3%	11µM*	0%
CC(C)(C)c1ccc(OCCC(=O)OCC(=O)NC2CC2)cc1	?	-8%	·	-14%	-4%	3%	?	9%	-1%	15µM*	·
Cc1cc(N2C(=O)C(O)=C(C(=O)c3cc4ccccc4o3)C2c2ccc(OC(C)C)cc2)no1 (stereo not given)	1	-2%	-95%	1%	-2%	0%	-4%	4%	-7%	1%	?
NNC(=S)Nc1ccccc1Cl	2	-7%	7.9µM*	19%	-1%	2%	?	82%	?	-14%	11µM*
CCOc1ccc(NC(=O)C2CCCN(S(=O)(=O)c3cnc[nH]3)C2)cc1 (stereo not given)	1	-6%	24%	10%	1%	2%	4%	1%	1%	3%	4%
CS(=O)(=O)N(CCc1ccccc1)CC(=O)NCc1ccccc1	-4	0%	1%	3%	0%	-3%	2%	-7%	-4%	1%	0%
COc1ccc(CCN2CC(C(=O)NCCc3ccccc3C)CCC2=O)cc1 (stereo not given)	4	-2%	3%	-1%	1%	-1%	14%	8%	-1%	3%	7%
CN(C(=O)COC(=O)COc1ccc2ccccc2c1)c1c(N)n(Cc2ccccc2)c(=O)[nH]c1=O	4	-3%	·	1%	-4%	-2%	?	-13%	-1%	3%	·
CC(C)COc1ccc(-c2nn(-c3ccccc3)cc2C(=O)Nc2nccs2)cc1	-2	-3%	2.5µM*	3%	-5%	3%	-14%	-53%	-4%	3%	4.5µM*
CS(=O)(=O)c1ccc(C(=O)OCC(=O)NC23CC4CC(CC(C4)C2)C3)cc1[N+](=O)[O-]	0	-5%	11µM*	7%	2%	0%	23%	-75%	?	4%	?
O=C(Nc1nncs1)c1cccc(S(=O)(=O)N2CCOCC2)c1	-1	-5%	-2%	-6%	1%	3%	-4%	-1%	4%	1%	4%
CCc1c(C)sc(NC(=O)Cc2ccccc2C)c1C(=O)N1CCOCC1	3	-6%	8%	10%	-9%	-2%	3%	1%	-1%	2%	-12%
CCOC(=O)CCCCCC(=O)Nc1ccc2c(c1)C(=O)N([C@H](C)CO)C[C@@H](C)[C@H](CN(C)S(=O)(=O)c1cn(C)cn1)O2	·	·	·	-2%	·	7%	10%	17%	0%	·	·
CCCC(C)c1nnc(NC(=O)C(=O)OCC)s1 (stereo not given)	-4	4%	1%	-5%	1%	-5%	1%	-9%	1%	?	0%
COc1cc(/C=C/C(=O)OCC(=O)N2CCN(S(=O)(=O)c3ccc(C)cc3C)CC2)ccc1O	-1	-3%	2%[10 µM]	-10%	-1%	-14%	21µM*	-39%	-5%	0%	-7%
COC(=O)C1=C(CN2CCc3ccccc32)NC(=O)NC1c1cc(C)ccc1C (stereo not given)	1	-9%	0%	-5%	2%	-14%	13µM*	-54%	-3%	0%	2%
COc1ccc(-c2nnn(CC(=O)c3ccc4c(c3)OCCO4)n2)cc1OC	7	-1%	?	11%	2%	-1%	?	7%	2%	?	0%
Cc1ccc(C2(c3noc(CN(C)Cc4cccnc4)n3)CCCC2)cc1	?	-6%	?	0%	-3%	2%	8%	-8%	-6%	-2%	13µM*
COc1cc(SC)ccc1C(=O)Nc1nc(C)cc(C)n1	-1	?	1%	3%	?	-4%	-7%	49%	3%	?	-1%
O=C(Cn1cc([N+](=O)[O-])ccc1=O)NCc1ccc(Cl)cc1Cl	3	?	-33%	21%	?	2%	?	31%	?	?	16%
CC(=O)Nc1ccc(NS(=O)(=O)c2ccc3[nH]c(=O)[nH]c3c2)cc1	-1	12%	-4%	0%	-7%	-2%	2%	-23%	-1%	-6%	-11%
Cc1cc(C(=O)N/N=C(\CCC(=O)O)c2cccs2)c2ccccc2n1	-1	4%	-33%	2%	1%	2%	-13%	4%	-1%	-20%	0%
CCOC(=O)c1ccccc1NC(=O)CSc1ccc(-c2cccnc2)nn1	6	-52%[inhibitor]	13%	-3%	0%	-3%	?	-11%	-4%	-11%	-2%
COc1ccccc1N1CCN(S(=O)(=O)CCNC(=O)C2CC2)CC1	5	-2%	·	-5%	2%	-1%	13%	2%	-1%	12%	·
COc1cccc(C(=O)NCC(=O)N/N=C/c2cccnc2)c1	0	0%	-14%	13%	-2%	2%	10%	-13%	2%	3%	6%
CC(C)(C)NC(=O)C(=O)NNC(=O)c1ccco1	-1	6%	0%	-1%	1%	3%	-2%	28%	3%	4%	-13%
O=C(N/N=C/c1coc2ccccc2c1=O)c1cn(-c2ccccc2)nc1-c1ccc(F)cc1	0	-3%	4%	0%	-3%	2%	-2%	-22%	-5%	?	-1%
COc1ccc2c(c1)C(=O)N(CCc1ccc(S(=O)(=O)NC(=O)NC3CCCCC3)cc1)C(=O)C2(C)C	1	-2%	31%	-16%	3%	1%	6%	-4%	10%	9%	0%
COc1cccc(C2=NN(C(=O)c3ccco3)C(O)(C(F)(F)F)C2)c1 (stereo not given)	6	0%	5.6µM*	-3%	-8%	0%	?	-13%	0%	?	?
Fc1ccc(CSc2ccc3nnc(-c4ccccn4)n3n2)cc1	12	-5%	-10%	-5%	2%	1%	?	-11%	-6%	0%	-5%
CC(NC(=O)c1cccs1)c1ccc2c(c1)OCO2 (stereo not given)	0	-1%	5%	2%	-1%	11%	4%	8%	2%	2%	7%
S=C(NCCC1=CCCCC1)Nc1ccc(Cl)cc1	?	13%	3.5µM*	4%	17%	0%	?	44%	-2%	-8%	?
COc1ccccc1N1CCN(C2CC(=O)N(c3cccc(Cl)c3)C2=O)CC1 (stereo not given)	-2	2%	19%	·	1%	2%	?	-15%	1%	0%	3%
COc1ccc(NC(=O)CN(C)CC(=O)NCc2ccc(C)cc2)cc1	-1	-4%	·	-10%	-3%	4%	1%	3%	-2%	3%	·
COc1ccc(OC)c(NC(=O)CNC(=O)Cn2c(C)cc3ccccc3c2=O)c1	-2	-3%	13%	-1%	-4%	0%	-10%	-1%	0%	-1%	-8%
O=C(CCC(=O)N1CCN(S(=O)(=O)c2ccccc2Cl)CC1)c1ccccc1	4	7%	·	-4%	-1%	-7%	-27%	-10%	-4%	0%	·
NNC(=O)COc1cccc(C(F)(F)F)c1	12	0%	8.9µM*	-2%	-2%	-9%	-2%	-4%	-3%	-3%	-1%
COc1ccc(C(=O)Nc2ccc(Cl)cc2C(=O)NCCN2CCOCC2)cc1	24	8%	0%	-5%	0%	-3%	-9%	-1%	-1%	?	-8%
NS(=O)(=O)c1cccc(NC(=O)COC(=O)CCc2ccccc2)c1	13	0%	2%	1%	-2%	10%	2%	15%	0%	-3%	-6%
CN(CCC#N)C(=O)COC(=O)c1ccccc1C(=O)c1ccc(Cl)c([N+](=O)[O-])c1	1	-2%	-3%	-12%	-14%	-2%	20%	-16%	-9%	1%	4%
Fc1ccc(-c2cn3cc(C(F)(F)F)cc(Cl)c3n2)cc1	20	4.5µM*	-15%	27%	?	2%	?	19%	?	1.7µM*	-18%
O=C(Nc1nc(-c2cccs2)cs1)c1cc2ccccc2oc1=O	0	?	22%	5%	23%	0%	?	·	5%	2.7µM*	?
Cc1ccc(O)c(CNc2cnc3ccccc3c2)c1	3	2%	7%[1.91 µM]	19%	25%	0%	?	29%	12%	?	17%
COc1cc(OC)cc(C(=O)NCCc2cnc[nH]2)c1	-5	-1%	-1%	0%	0%	-2%	9%	0%	0%	0%	-4%
Cc1cc(C)c(S(=O)(=O)NCC23C=CC(O2)C2C(=O)N(c4ccccc4)C(=O)C23)c(C)c1 (stereo not given)	3	-3%	16µM*	-3%	1%	-2%	2%	-2%	-3%	-3%	?
CC(C)(O)C#CC#CCN1CCOCC1	-4	-1%	-4%	0%	-1%	-5%	7%	1%	-2%	1%	0%
Nc1c(C(=O)NCc2ccc3c(c2)OCO3)nnn1-c1ccc(OC(F)(F)F)cc1	-6	11%	?	-6%	7%	1%	-5%	13%	1%	-3%	?

Structures above marked active in Rab9 prom act.
| SMILES | TRPV1 agonist | Rab9 prom act | p53 reactivation | NPC1 prom act | Tb PFK block | BRCA1 expr act |
| --- | --- | --- | --- | --- | --- | --- |
| Fc1ccc(-c2cn3cc(C(F)(F)F)cc(Cl)c3n2)cc1 | 20 | 4.5µM* | 27% | ? | 2% | 19% |

Screens: PubChem, National Center for Advancing Translational Sciences (NCATS)
